Bioassay records as filed in PubChem.
Pol kappa inh: DNA polymerase kappa (human) inhibition; Q9UBT6; AID 588579; Potency, µM (highest dose often 107 µM), without a hit: top-dose activity, negative = inhibition, actives largely listed as inhibitors; hit rate 0.53% among 400,000; purified Pol kappa, fluorescent DNA synthesis assay, 10 min; note: potency is the fitted concentration of half-maximal effect; % is set by controls: 0 for no effect and ±100 for the full control effect
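Readout: fluorescence, taken kinetically at 0 and 10 min. Conditions: 10 nM Pol kappa, 15 min RT compound preincubation, 50 nM substrate final. Controls: enzyme-free buffer wells.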
GRP78 ERSR act: inducers of ER stress response in human glioma cells; AID 602332; hit rate 0.02% among 420,000; U87-MG GRP78 promoter luciferase reporter, 16 h; Potency, µM, for inactives: at the top dose activation, actives largely listed as activators; note: potency is the fitted concentration of half-maximal effect; series mostly up to about 76 µM; % of control where 0% means no effect; nearly all actives have a fitted effect of over 35% in size
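Stably transfected U87-MG glioma cells carrying a GRP78-based luciferase sensor; 16 h compound incubation. Luminescence end-point read 10 min after Bright-Glo addition at room temperature.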
POLH inh: DNA polymerase eta (human) inhibition; Q9Y253; recombinant Pol eta, fluorescent DNA replication assay; Potency, µM (top dose mostly 114 µM), for the others: at the top dose activity change, negative = inhibition, most hits filed as inhibitors; hit rate 1.2% among 390,000; AID 588591; note: potency is the fitted concentration of half-maximal effect; % is set by controls: 0 for no effect and ±100 for the full control effect
Target sequence (Q9Y253 whole entry, looked up): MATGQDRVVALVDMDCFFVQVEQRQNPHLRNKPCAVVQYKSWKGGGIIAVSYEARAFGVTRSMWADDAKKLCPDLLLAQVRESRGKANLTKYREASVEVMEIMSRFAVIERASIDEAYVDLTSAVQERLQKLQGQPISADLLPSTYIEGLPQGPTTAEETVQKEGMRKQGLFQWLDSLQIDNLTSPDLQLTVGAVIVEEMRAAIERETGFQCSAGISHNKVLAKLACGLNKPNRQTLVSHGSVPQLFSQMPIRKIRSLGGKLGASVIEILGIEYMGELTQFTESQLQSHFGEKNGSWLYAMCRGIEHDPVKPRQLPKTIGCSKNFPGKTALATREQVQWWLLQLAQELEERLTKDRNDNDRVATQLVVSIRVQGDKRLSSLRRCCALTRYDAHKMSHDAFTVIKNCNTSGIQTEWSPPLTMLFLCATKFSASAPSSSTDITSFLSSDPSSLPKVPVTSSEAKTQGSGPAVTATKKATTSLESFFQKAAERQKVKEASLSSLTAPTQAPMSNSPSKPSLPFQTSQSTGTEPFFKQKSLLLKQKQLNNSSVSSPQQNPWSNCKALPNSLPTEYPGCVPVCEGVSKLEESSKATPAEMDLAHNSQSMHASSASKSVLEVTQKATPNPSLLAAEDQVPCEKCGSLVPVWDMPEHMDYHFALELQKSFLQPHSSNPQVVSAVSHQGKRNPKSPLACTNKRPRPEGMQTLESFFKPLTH
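Fluorescent replication assay: 50 nM final substrate added after a 15 min room-temperature compound preincubation with 10 nM enzyme. Signal taken at 0 min and again at 10 min.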
Pol beta inh: blocks human DNA polymerase beta activity; Pol beta primer extension/strand displacement, fluorescence kinetic; P06746; Potency, µM (series often up to 114 µM), inactives show at the highest dose activity change, negative = inhibition, hits mostly inhibitors; hit rate 1.3% among 340,000; AID 485314; note: potency is the fitted concentration of half-maximal effect; % is set by controls: 0 for no effect and ±100 for the full control effect
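Pol beta (10 nM) was preincubated with compound for 15 min at room temperature. The reaction was then started with 50 nM substrate and read immediately and after a further 10 min at room temperature.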
BLM inh: blocks DNA unwinding by human BLM helicase. hit rate 0.2% among 350,000. recombinant BLM DNA unwinding, fluorescence dequenching. Potency, µM (series often up to 56.1 µM), for the others: top-dose activity change, negative = inhibition, hits mostly inhibitors. AID 2528;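 note: potency is the fitted concentration of half-maximal effect; plate controls were vehicle for no effect and no enzyme for full effect; nearly all actives have a fitted effect of over 35% in size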
Anesthetic bind: candidate novel general anesthetic via apoferritin binding. P02791. apoferritin/1-aminoanthracene competitive binding, fluorescence. Potency, µM (top dose mostly 77.5 µM), for the others: at the highest dose activity change, negative = displacement, hits mostly inhibitors. hit rate 0.074% among 350,000; note: potency is the fitted concentration of half-maximal effect; % is set by controls: 0 for no effect and ±100 for the full control effect; nearly all actives have a fitted effect of over 20% in size
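Horse-spleen apoferritin (10 uM) was mixed with 50% saturated 1-aminoanthracene in PBS, exposed to compounds for 10 min at room temperature, and read for fluorescence (ex 380 nm, em 535 nm). Competitive displacement was fitted with a four-parameter Hill equation.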
APEX1 inh: inhibitors of human APE1 endonuclease; recombinant APE1, TAMRA/BHQ-2 abasic DNA cleavage fluorescence; Potency, µM (highest dose often 65.8 µM), for inactives: at the top dose activity change, negative = inhibition, usual class: inhibitors; hit rate 0.35% among 350,000; AID 2517;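 note: potency is the fitted concentration of half-maximal effect; plate controls were vehicle for no effect and reference inhibitor for full effect; nearly all actives have a fitted effect of over 55% in size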
Target sequence (P27695 whole entry, looked up): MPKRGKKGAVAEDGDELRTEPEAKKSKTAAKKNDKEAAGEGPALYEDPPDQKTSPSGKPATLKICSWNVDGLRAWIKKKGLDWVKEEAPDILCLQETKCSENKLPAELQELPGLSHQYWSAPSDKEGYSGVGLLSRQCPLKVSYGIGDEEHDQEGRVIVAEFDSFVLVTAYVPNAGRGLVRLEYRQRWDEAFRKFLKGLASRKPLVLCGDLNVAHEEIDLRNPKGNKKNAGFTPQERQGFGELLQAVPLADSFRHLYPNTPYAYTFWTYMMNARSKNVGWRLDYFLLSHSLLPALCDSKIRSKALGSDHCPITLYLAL
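Quantitative HTS: incision of a TAMRA/BHQ-2 double-stranded substrate bearing a tetrahydrofuran abasic site by 0.75 nM APE1 raises fluorescence. Substrate 50 nM final, added after 15 min compound preincubation at room temperature; progress as third-minus-first kinetic read difference.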
Pol iota inh: DNA polymerase iota (human) inhibition | Q9UNA4 | Pol iota fluorescent replication assay, 10 min | Potency, µM (top dose mostly 115 µM), inactives show at the highest dose activity, negative = inhibition, most hits filed as inhibitors | hit rate 1% among 390,000 | AID 588590; note: potency is the fitted concentration of half-maximal effect
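Pol iota at 10 nM preincubated 15 min with compounds at room temperature; reaction started with fluorescent substrate, 50 nM final. Fluorescence read kinetically at 0 and 10 min; buffer-only wells as negative control.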
LDHA block: inhibitors of human lactate dehydrogenase A. AID 1347041. activity change, % (values are at about 110 or 230 µM). P00338. purified LDHA, NADH/diaphorase-resazurin fluorescence; hits give low values. hit rate 0.15% among 480,000; in the data active = activity change below about -30%; inconclusive = mostly about -25% to -30%;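 note: plate controls were DMSO wells for no effect and wells without enzyme for full effect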
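Human LDH5 at 2 nM final in Tris HCl pH 7.4 with 0.06 mM NADH and 0.2 mM pyruvate, reacted 5 minutes at room temperature. Remaining NADH coupled via diaphorase/resazurin; resorufin fluorescence read at 0 and 20 minutes, normalized to enzyme-free and DMSO wells.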
Numbers without * were called inactive; ? = inconclusive; · = no result given; [ ] = another dose, or the depositor's remark. Unless noted, calls come from the whole dose curve; as a rule, active = well fitted curve in the direction sought with a large enough effect; inconclusive = small, poorly fitted or top-dose-only effect, or another doubt; inactive = no such curve, though single readings can be large; an effect the other way counts as inactive or inconclusive.

structure	POLH inh	Anesthetic bind	Pol iota inh	APEX1 inh	GRP78 ERSR act	BLM inh	LDHA block	Pol beta inh	Pol kappa inh
COc1cc(C)ccc1OCCOc1c(C)cccc1Cl	-15%	4%	-9%	26%	1%	-7%	3	4%	-5%
Cc1nc(CN2CCCCC2)cc(=O)[nH]1	-3%	-3%	?	-3%	3%	-1%	3	18%	-12%
CN(C)CCN1C(=O)c2oc3ccc(Cl)cc3c(=O)c2C1c1cccc(Br)c1 (stereo unspecified)	-8%	-12%	12%	-3%	1%	-9%	-3	-10%	-4%
COc1ccccc1CNC(=O)C(=O)NCC1OCCN1C(=O)c1cccs1 (stereo unspecified)	1%	-11%	22%	2%	-1%	-9%	-9	-11%	-8%
COc1ccc(S(=O)(=O)N2CCCCC2)cc1NC(=O)C1COc2ccccc2O1 (stereo unspecified)	-10%	·	7%	-3%	-7%	·	-3	·	-12%
Cc1ccc(-n2c(SCC(=O)NNC(=S)Nc3ccccc3)nc3ccccc3c2=O)cc1	-20%	-18%	14%	3%	-5%	0%	-1	2%	-13%
CCOc1ccccc1NC(=O)CN1CCN(C(=O)C2CCCO2)CC1 (stereo unspecified)	-21%	5%	-9%	16%	-3%	1%	-4	0%	6%
COc1ccc(Cl)cc1NC(=O)CN(C)C(C)C(=O)NCC1CCCCC1 (stereo unspecified)	-9%	?	6%	-2%	-2%	-2%	-5	15%	-10%
COc1ccc(C2CC(=O)c3c(O)cc(OC4OC(COC5OC(C)C(O)C(O)C5O)C(O)C(O)C4O)cc3O2)cc1O (stereo unspecified)	·	·	·	?	-4%	-1%	·	·	?
NC(=O)c1cc([N+](=O)[O-])ccc1NCc1cccc([N+](=O)[O-])c1	-18%	·	3%	-8%	-5%	·	-4	·	-5%
C/C(=N\NC(=O)C(N)=O)c1ccc(O)cc1O	4%	2%	9%	-1%	-5%	-10%	-2	12%	5%
Cn1nnnc1SCCCNCc1ccc(-c2ccc(Br)cc2)o1	-8%	-9%	13%	·	-4%	7%	-11	11%	-6%
Cc1ccc(Cl)cc1N1CCN(C(=O)CSc2ccsc2[N+](=O)[O-])CC1	22µM*	3%	?	?	-6%	-8%	-4	20µM*	-33%
Cn1cc(CN2CCN(Cc3ccc4c(c3)OCO4)CC2)c(-c2ccccc2F)n1	-10%	-5%	4%	11%	3%	-1%	-8	0%	-5%
COc1ccccc1N1CCN(C(=O)CCC(=O)N2CCN(c3ccc(F)cc3)CC2)CC1	-11%	-16%	34%[activator]	2%	6%	-3%	-1	32%	10%
O=C(COC(=O)Cc1ccc(S(=O)(=O)N2CCOCC2)s1)Nc1ccc([N+](=O)[O-])cc1	?	·	?	?	-4%	·	-2	·	-20%
COc1cc(C)ccc1OCc1cc(C(=O)N2C[C@H]3CC[C@H]2C3)no1	-3%	1%	34%	4%	2%	-5%	-2	53%	5%
CCn1c(SCC(=O)NNC(=O)c2ccc(OC)cc2)nnc1C1CC1	-11%	0%	6%	13%	-3%	3%	-2	51%	4%
Cc1ccc(Cl)cc1NC(=O)Cn1c(=O)n(Cc2ccccc2)c(=O)c2oc3ccccc3c21	-3%	-5%	1%	·	-3%	-2%	2	8%	2%
COc1ccc(NC(=O)N2CC[C@@]3(CCCN(C(=O)c4c(C)noc4C)C3)C2)cc1	·	·	·	0%	-2%	5%	·	·	-10%[60.1 µM]

Following part:
structure	POLH inh	Anesthetic bind	Pol iota inh	APEX1 inh	GRP78 ERSR act	BLM inh	LDHA block	Pol beta inh	Pol kappa inh
Cc1ccc(C(=O)COC(=O)CNC(=O)c2cccs2)cc1C	-14%	?	-3%	20%	-2%	-5%	-4	?	18%
COC(=O)c1sc(NC(=S)NC(=O)c2cccc(C)c2)nc1C	-15%	-15%	0%	-7%	-2%	-1%	-4	25%	-2%
CCn1ccnc1CNC(=O)c1cc(COc2ccc(F)cc2F)on1	-16%	-8%	107%[activator]	6%	0%	0%	-1	48%	-2%
CCOc1c(O)ccc(C2NC(=O)NC(C)=C2C(=O)OC)c1[N+](=O)[O-] (stereo unspecified)	-30%	-3%	?	-3%	-4%	0%	20	?	?
O=C1OCCN/C1=C\C(=O)c1ccc(Cl)cc1	1%	7%	4%	1%	-3%	-3%	0	3%	-1%
O=C(CSc1nnc(-c2ccccn2)o1)Nc1cccc(Cl)c1	-11%	-12%	-12%	2%	?	-5%	3	-4%	4%
O=C(NCCc1ccccc1)/C(=C\c1ccc([N+](=O)[O-])cc1)NC(=O)c1ccco1	-20%	-20%	10%	40%	-5%	-3%	-12	-2%	-2%
CC(=O)N1CCc2c(sc(NC(=O)CCS(=O)(=O)c3ccc(C)cc3)c2C(N)=O)C1	-10%	·	-11%	9%	-1%	·	-3	·	-1%
Cc1cc(C)c(NC(=S)NCC2CCN(C(C)c3ccccc3)C2)c(C)c1 (stereo unspecified)	-7%	-8%	56%[activator]	?	-6%	-2%	-7	-4%	-3%
COc1ccccc1C(CNC(=O)c1ccc(OCc2c(C)noc2C)cc1)N1CCCC1 (stereo unspecified)	3%	·	-7%	-12%	-1%	·	-10	·	-8%
Cc1ccc2[nH]c3c(c2c1)CC/C(=C/c1ccccc1)C3=O	-15%	-11%	26%	12%	-2%	-2%	-4	0%	3%
CN(Cc1ccccc1)C(=O)COC(=O)c1cc(-c2ccc(Cl)s2)nc2ccccc12	0%	-16%	16%	1%	-2%	-7%	-12	28%	-9%
Cc1cc(=O)[nH]c2nnc(SCc3ccc(Cl)cc3Cl)n12	-20%	5%	12%	·	-2%	4%	-4	17%	-8%[60.1 µM]
CC(=O)Nc1ccc(NC(=O)COC(=O)COc2ccc3ccccc3c2)cc1	-15%	·	92%[activator]	-1%	-3%	·	-6	·	0%
COC(=O)CC1C(=O)NCCN1C(=O)c1cc([N+](=O)[O-])ccc1Cl (stereo unspecified)	3%	0%	150%[activator]	38%	-2%	-5%	-10	-22%	2%
CCN(CC)c1ccc(NC(=O)CCS(=O)(=O)c2ccc3c(c2)oc(=O)n3C)c(C)c1	7%	5%	-3%	·	-3%	-2%	-8	22%	7%
COc1ccc2[nH]c3c(c2c1)CCN1C(=O)N([C@@H](C)C(=O)NC2CCCC2)C(=O)[C@]31C	-20%	?	13%	20%	-3%	-4%	0	11%	16%
O=C(NC1CCCCC1)c1n[nH]c2c1CCCCC2	-19%	·	31%[activator]	0%	-11%	·	-11	·	-24%
O=c1c2cc(NC(=S)NCc3ccccn3)ccc2nc2n1CCCCC2	-1%	-15%	21%	15%	6%	-3%	-1	34%	-9%
COc1cc(NC(=O)c2oc3c(c2C)-c2nn(Cc4cccc(Cl)c4)cc2CC3)cc(OC)c1	2%	-9%	1%	·	-2%	-1%	2	4%	4%

Quoted from the listing.
`CCn1c(SCC(=O)NNC(=O)c2ccc(OC)cc2)nnc1C1CC1` @ GRP78 ERSR act = -3%
`CCOc1c(O)ccc(C2NC(=O)NC(C)=C2C(=O)OC)c1[N+](=O)[O-]` (stereo unspecified) @ Anesthetic bind = -3%
`Cc1ccc(C(=O)COC(=O)CNC(=O)c2cccs2)cc1C` @ Pol iota inh = -3%
`COC(=O)CC1C(=O)NCCN1C(=O)c1cc([N+](=O)[O-])ccc1Cl` (stereo unspecified) @ BLM inh = -5%

Reformatted with each value named: part of the list above.
CCN(CC)c1ccc(NC(=O)CCS(=O)(=O)c2ccc3c(c2)oc(=O)n3C)c(C)c1
  POLH inh = 7%; Anesthetic bind = 5%; Pol iota inh = -3%; APEX1 inh = ·; GRP78 ERSR act = -3%; BLM inh = -2%; LDHA block = -8; Pol beta inh = 22%; Pol kappa inh = 7%
COc1ccc2[nH]c3c(c2c1)CCN1C(=O)N([C@@H](C)C(=O)NC2CCCC2)C(=O)[C@]31C
  POLH inh = -20%; Anesthetic bind = ?; Pol iota inh = 13%; APEX1 inh = 20%; GRP78 ERSR act = -3%; BLM inh = -4%; LDHA block = 0; Pol beta inh = 11%; Pol kappa inh = 16%

Later entries
structure	POLH inh	Anesthetic bind	Pol iota inh	APEX1 inh	GRP78 ERSR act	BLM inh	LDHA block	Pol beta inh	Pol kappa inh
CC1=NN(C(C#N)c2ccc(F)cc2)C(c2ccccc2)C1 (stereo unspecified)	-4%	-12%	93%[activator]	38%	-4%	-3%	-7	1%	-6%
COc1ccc(CCc2ccc3ccccc3n2)cc1	-23%	·	19%	·	1%	·	-12	·	-12%
O=C(Nc1ccc(Br)cc1)NC1CCCCCCC1	-17%	-9%	19%	9%	-1%	-6%	1	3%	-5%
COc1ccc(NS(=O)(=O)c2cccc(C(=O)N/N=C(\C)c3ccc(-n4ccnc4)cc3)c2)cc1	?	?	·	-4%	-4%	-2%	-8	0%	-11%
O=C(COC(=O)c1ccc2ccccc2n1)Nc1ccccc1Br	-11%	·	38%[activator]	24%	1%	·	-7	·	-9%
COc1cccc(N2CCN(c3ncnc4c3nc3n4CCCCC3)CC2)c1	-16%	-1%	13%	·	-8%	-5%	-3	1%	-13%

Entries above with an aryl thioether with sulfur outside any ring (six):
structure	POLH inh	Anesthetic bind	Pol iota inh	APEX1 inh	GRP78 ERSR act	BLM inh	LDHA block	Pol beta inh	Pol kappa inh
Cc1ccc(-n2c(SCC(=O)NNC(=S)Nc3ccccc3)nc3ccccc3c2=O)cc1	-20%	-18%	14%	3%	-5%	0%	-1	2%	-13%
Cn1nnnc1SCCCNCc1ccc(-c2ccc(Br)cc2)o1	-8%	-9%	13%	·	-4%	7%	-11	11%	-6%
Cc1ccc(Cl)cc1N1CCN(C(=O)CSc2ccsc2[N+](=O)[O-])CC1	22µM*	3%	?	?	-6%	-8%	-4	20µM*	-33%
CCn1c(SCC(=O)NNC(=O)c2ccc(OC)cc2)nnc1C1CC1	-11%	0%	6%	13%	-3%	3%	-2	51%	4%
O=C(CSc1nnc(-c2ccccn2)o1)Nc1cccc(Cl)c1	-11%	-12%	-12%	2%	?	-5%	3	-4%	4%
Cc1cc(=O)[nH]c2nnc(SCc3ccc(Cl)cc3Cl)n12	-20%	5%	12%	·	-2%	4%	-4	17%	-8%[60.1 µM]

An excerpt (hit frequency here may not be typical).
